12-LOX inh = inhibitors of human 12S-lipoxygenase ALOX12; P18054; purified 12hLO, xylenol orange hydroperoxide absorbance; Potency, µM (titrated, usually from 108 µM), for inactives: at the highest dose activity change, negative = inhibition, actives largely listed as inhibitors; 580,000 compounds, 1.1% hits; active = well fitted inhibition curve with a large enough effect; inconclusive = small, poorly fitted or top-dose-only effect, or another doubt; inactive = no such curve, though single readings can be large or run the other way
Target sequence (P18054 whole entry, looked up): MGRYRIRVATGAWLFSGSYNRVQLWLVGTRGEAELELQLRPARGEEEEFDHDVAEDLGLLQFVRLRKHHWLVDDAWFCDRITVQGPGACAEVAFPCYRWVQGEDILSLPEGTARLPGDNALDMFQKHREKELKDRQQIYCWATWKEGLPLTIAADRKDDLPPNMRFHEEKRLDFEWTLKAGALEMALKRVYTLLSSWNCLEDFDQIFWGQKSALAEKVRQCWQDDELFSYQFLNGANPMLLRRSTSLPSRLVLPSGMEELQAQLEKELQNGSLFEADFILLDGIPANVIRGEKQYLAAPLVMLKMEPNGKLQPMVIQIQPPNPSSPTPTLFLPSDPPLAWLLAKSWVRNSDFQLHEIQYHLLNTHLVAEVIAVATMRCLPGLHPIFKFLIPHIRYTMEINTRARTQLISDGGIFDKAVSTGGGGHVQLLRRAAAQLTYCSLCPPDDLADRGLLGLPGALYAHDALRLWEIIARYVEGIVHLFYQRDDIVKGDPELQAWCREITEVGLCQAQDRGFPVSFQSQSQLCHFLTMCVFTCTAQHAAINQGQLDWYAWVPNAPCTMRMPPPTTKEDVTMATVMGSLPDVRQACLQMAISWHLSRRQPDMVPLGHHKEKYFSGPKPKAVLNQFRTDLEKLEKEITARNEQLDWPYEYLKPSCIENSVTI
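Hydroperoxide product was detected by ferrous iron/xylenol orange as the 573 to 405 nm absorbance ratio. Arachidonic acid at 40 uM (final) was turned over for 30 min at room temperature by 150 nM human 12hLO, pH 7.0 Hepes buffer, after 15 min compound preincubation.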
Numbers without * were called inactive; ? = inconclusive; [ ] = dose if it differs, or a comment. % is set by controls: 0 for no effect and ±100 for the full control effect; potency is the fitted concentration of half-maximal effect.

SMILES | 12-LOX inh
Cc1ccc(C(=O)N2CCC3(CC2)CC(N(Cc2ccccc2)C2CC2)CCO3)s1 (stereo not drawn) | ?
COCc1nc(C2CCCN(C(=O)C3CCCC3)C2)no1 (stereo not drawn) | 22%
COc1ccc(CNS(=O)(=O)/C=C/c2ccc(OC)cc2CNC(=O)OC(C)(C)C)cc1 | -1%
CC1=C[C@@H](CN(C)Cc2cccnc2)[C@H](C(C)C)C[C@H]1Cc1nnc(-c2ccc([N+](=O)[O-])cc2)o1 | 138%[activator]
O=S(=O)(c1ccccc1)c1cnc2cc3c(cc2c1N1CCN(c2ccccc2)CC1)OCCO3 | ?
CN(Cc1ccon1)C(=O)c1cnn(-c2ncc3c(n2)-c2ccccc2CCC3)c1C1CC1 | 6%
O=C(CC1CCCC1)NCCC1CCN(C(=O)Nc2ccc(F)cc2)CC1 | 28%
COCCNC(=O)c1ccc2c(c1)N(C)C(CC(=O)NC(C)C)CO2 (stereo not drawn) | ?
COc1ccc(Cl)cc1C(=O)N1CCCN(c2cc(-c3ccc(Br)cc3)[nH]n2)CC1 | 1%
Cc1ccc(NC(=O)Nc2ccccc2Sc2nc3c(c(=O)n(C)c(=O)n3C)n2C)cc1C | 0%
O=c1ncn(CC2CC2)c2ccc(-c3ccc(F)cc3)nc12 | 67%[activator][176 µM]
CC(C)c1noc(C2CCCN(C(=O)CC3CCCCC3)CCC(=O)NCC2)n1 (stereo not drawn) | 45%[activator]
Cc1noc(C)c1CC(=O)N[C@@H]1CN(S(C)(=O)=O)C[C@H]1CN(C)C | 40%[activator]
COc1cccc(NC(=O)NC[C@H]2O[C@H](Cc3cc(CN4CCOCC4)on3)CC[C@@H]2O)c1 | -20%
CCCn1nnnc1CN1CCCC1c1ccc2c(c1)OCCO2 (stereo not drawn) | -4%
Cc1cc2nc3n(c2cc1C)C(C)(C(=O)Nc1ccc2ccccc2c1)CCC3 (stereo not drawn) | -13%
O=C1CO[C@H]2CCN(Cc3nccs3)CC[C@@H]2N1Cc1ccccc1 | -4%[176 µM]
Cc1cccc(-c2nnc(SCC(=O)Nc3ccc(F)c(F)c3)n2Cc2ccco2)c1 | 14%
O=C(O)CCC1C(=O)NC(=O)CC1c1ccccc1 (stereo not drawn) | 0%
Cc1cc(OCC(=O)N2CCCCC2CCN2CCCC2)ccc1Cl (stereo not drawn) | -6%
COC(=O)C[C@@H]1CC[C@H](NC(=O)Nc2ccc(F)cc2)[C@@H](CO)O1 | -34%
COc1cccc(-c2cc(C(=O)NCCOc3ccccc3)[nH]n2)c1 | ?
O=Cc1ccc(OCc2ccccc2)c(Cl)c1 | 14%
O=C(c1cc2c(s1)CN(C1CCCC1)C2)N1CCCCCC1 | 322%[activator]

Quoted from the listing.
`CC1=C[C@@H](CN(C)Cc2cccnc2)[C@H](C(C)C)C[C@H]1Cc1nnc(-c2ccc([N+](=O)[O-])cc2)o1` in 12-LOX inh = 138%[activator]
`Cc1ccc(NC(=O)Nc2ccccc2Sc2nc3c(c(=O)n(C)c(=O)n3C)n2C)cc1C` in 12-LOX inh = 0%

(listing goes on)
SMILES | 12-LOX inh
O=C(NC[C@H]1O[C@H](Cc2cc(COc3ccccc3)on2)CC[C@@H]1O)Nc1cccc(F)c1 | 11%
COCCCNc1nc(-c2c(C)noc2C)cc2cc(CN(C)C)oc12 | 13%[176 µM]
OC1(c2ccc(F)cc2)CCN(c2nccc(-c3ccccn3)n2)CC1 | 15%
O=C(CNC(=O)c1ccc(Oc2ccccc2)cc1)NNC(=O)CSc1cccc2cccnc12 | -50%
Cc1cnc(CNc2nc(-c3ccccc3C)nc3ccccc23)cn1 | -27%
O=C(NC1CC1)c1ccccc1OC1CN(Cc2ccc(F)cc2F)C1 | -12%
NCCC(=O)N1CCCC(N2CCN(c3ccccc3F)CC2)C1 (stereo not drawn) | ?
CCn1c(SCC(=O)c2ccc(C#N)cc2)nnc1-c1ccc(C)cc1 | 8%
O=C(CCC1CCCC1)Nc1cccnc1 | 12%
O[C@@H]1CN(Cc2cccn2-c2ccccn2)CC[C@H]1c1ccc2c(c1)OCO2 | 72%[activator]
COC[C@@H]1CN(Cc2cn(C)nc2C)C[C@H]1C(=O)N(C)C | 26%
COc1ccc(NC(=O)N2CCCCCC2c2nc(-c3cccnc3)no2)cc1 (stereo not drawn) | 27%

Of the compounds above, 4 have an aryl thioether with sulfur outside any ring.
SMILES | 12-LOX inh
Cc1ccc(NC(=O)Nc2ccccc2Sc2nc3c(c(=O)n(C)c(=O)n3C)n2C)cc1C | 0%
Cc1cccc(-c2nnc(SCC(=O)Nc3ccc(F)c(F)c3)n2Cc2ccco2)c1 | 14%
O=C(CNC(=O)c1ccc(Oc2ccccc2)cc1)NNC(=O)CSc1cccc2cccnc12 | -50%
CCn1c(SCC(=O)c2ccc(C#N)cc2)nnc1-c1ccc(C)cc1 | 8%

Additional results.
SMILES | 12-LOX inh
CCCNC(=O)Nc1cccc(C(=O)NC)c1C | 0%
COc1cccc(-c2cc3c(=O)n(CCNC(=O)c4ccc(Cl)cc4)ccn3n2)c1 | -27%
CC(C)Cc1cc(-c2nn3c(-c4cccs4)nnc3s2)n(C)n1 | 37%[activator]
Cc1[nH]c2ccccc2c1C(=O)C(C)Sc1ccc2c(c1)OCCCO2 (stereo not drawn) | 14µM*
COc1ccc(-n2cnc3c2NC(=O)CC3c2cccnc2)cc1 (stereo not drawn) | ?
CCC(=O)N[C@@H]1c2ccccc2C2(CCN(Cc3ccccn3)CC2)[C@H]1OC | -7%
Cc1cc(C)c(NC(=O)Cn2nc3n(c2=O)CCCC3)c(C)c1 | 39%[activator]
CCN1CCN(CCOc2ccc3c(=O)c(-c4ccc(Cl)cc4)c(C)oc3c2)CC1 | ?
CN1c2cccnc2CN(C(=O)Nc2cccc(F)c2)CC[C@H]1CO | 61%[activator][176 µM]
O=C(NC1CCCC1)C1(CCO)CCN(Cc2ccccc2)C1 (stereo not drawn) | 50%[activator]
Cc1cc(Cl)ccc1OCC(=O)NCc1cccc(NC(=O)C2CC2)c1 | 32%[activator]
CN(C)[C@@H]1CN(Cc2ccsc2)CC[C@@H]1CNC(=O)C1CC1 | 75%[activator]
CCN(Cc1ccncc1)C(=O)c1cc(-c2cnc(C)nc2)nc2cc(F)ccc12 | 30%
Cc1cc2c(c(=O)n(-c3ccc(F)cc3)c(=O)n2CC(=O)Nc2ccccc2C(F)(F)F)n1C | -17%
Brc1ccc(-c2cn3c4ccccc4nc3n2CCCN2CCCC2)cc1 | 10µM*
O=C(NCCCn1ccnn1)[C@H]1CNC[C@@H](C(=O)N2CCCC2)C1 | ?
COc1ccc(CNc2cccc(C(=O)O)c2C)c(OC)c1 | -3%
Cc1ccc(C)c(NC(=O)c2ccc3[nH]c(C)c(C)c3c2)c1 | 0%
O=C(Nc1ccc([C@H]2OCC(=O)N(Cc3ccc(F)cc3)[C@@H]2CO)cc1)c1ccccc1 | 56%[activator][176 µM]
CCCCCCCCN1C(=O)[C@@H](CC(=O)NCc2ccc(OC)c(OC)c2)C[C@@]2(C(=O)OC)C1=C[C@H](COCc1ccccc1)O[C@@H]2C | -24%
Cc1ccc(C(=O)NCc2cccnc2Oc2ccccc2)cn1 | 15%
O=C(O)c1cccc(CC2CCN(C(=O)CCC(F)(F)F)C2)c1 (stereo not drawn) | 3%
CCc1nc2c(c(-c3ccc(Cl)cc3)n1)CN(Cc1ccc(OC(F)(F)F)cc1)CC2 | -15%
O=C(NCC1CCCCC1)c1ccc(CN2C(=O)NC3(CCS(=O)(=O)CC3)C2=O)cc1 | 2%
Cc1ccc(S(=O)(=O)Cc2noc([C@@H]3C[C@@H](O)CN3C(C)C)n2)cc1 | 3%[176 µM]
COCC(=O)N[C@@H]1CN(Cc2ccc(C)c(C)c2)C[C@H]1CO | 29%
O=C(NCCO)C1CC(=O)N(c2n[nH]c3ccccc23)C1 (stereo not drawn) | 34%[activator]
COC(=O)c1ccc(COc2ccc3c4c(c(=O)oc3c2)CCCC4)o1 | 7%
Cc1ccc(-c2noc(CN3CCCc4c(C(=O)NC(C)C)cccc43)n2)cc1 | -19%
Cc1ccc(NC(=O)c2ccc3c(Cl)c4c(nc3c2)CCCC4)cc1F | -21%
CCC(=O)NCc1nnc2c(-c3nc(C(C)C)no3)cccn12 | 35%[activator]
Cn1ccnc1C(=O)N1CCCCCNC(=O)[C@H]2C[C@H](C(=O)N3CCc4ccccc4C3)C[C@H]21 | 4%
CC(C)CNC(=O)CC(C)Cc1nnc2c(=O)n(-c3cccc(F)c3)ccn12 (stereo not drawn) | 2%
CC1=C[C@@H](CNC(=O)c2cnccn2)[C@H](C(C)C)C[C@H]1CC(=O)N1CCOCC1 | -17%[176 µM]
CCOc1cc(-c2noc(-c3ncn4c3COC(c3ccc(OC)cc3)C4)n2)ccc1OC (stereo not drawn) | 35%
COc1ccc(CC(=O)Nc2ccc([C@@H](O)[C@H]3COCC(=O)N3C)cc2)cc1 | 24%[176 µM]

Part of the list above, as a markdown table:
| structure | 12-LOX inh |
| --- | --- |
| CCOc1cc(-c2noc(-c3ncn4c3COC(c3ccc(OC)cc3)C4)n2)ccc1OC (stereo not drawn) | 35% |
| Cc1ccc(S(=O)(=O)Cc2noc([C@@H]3C[C@@H](O)CN3C(C)C)n2)cc1 | 3%[176 µM] |

(listing goes on)
SMILES | 12-LOX inh
COCCNC(=O)[C@H]1C[C@H](Oc2ccccc2)CN1Cc1cccc(C)c1 | 27%
CCN(CC)CCNC(=O)c1ccc(NCN2C(=O)NC(c3ccccc3)(c3ccccc3)C2=O)cc1 | -9%
Cc1cc(F)cc(CN2CCOc3cc([S+](N)(=O)[O-])ccc3C2)c1 | 27%[176 µM]
Cn1ccccc1=S | 5%
N#Cc1cccc(CN2CC[C@H](c3nnc(-c4ccco4)o3)C2)c1 | -2%[176 µM]
CC(=O)NCCNc1nc(-c2ccc(C(=O)N(C)C)cc2)nc2ccccc12 | -21%
CC(C(=O)NC1CC1)[C@@H]1CC[C@@]2(C)CC[C@H](NC(=O)C3CC3)[C@@H](C)[C@@H]2[C@H]1O (stereo partly drawn) | 17%[176 µM]
CC(C)c1c(C(=O)N(C)Cc2cccc3ncccc23)cnn1-c1nccc(-c2ccco2)n1 | -5%
COCCCNC(=O)CSCc1nc(-c2ccccc2C)oc1C | 9%
C#CCOc1c(Cl)cc(/C=C/C(=O)c2ccc(OCC(=O)O)cc2)cc1OC | ?
O=C(Cc1cccn1-c1ccc(F)cc1)NC1CCCC1 | ?
Cc1ncc2c(c1CNC(=O)c1ccc3c(c1)OCO3)CCN(C(=O)c1csc3c1CCCC3)C2 | 4%
CNC(=O)CNC(=O)c1ccc2[nH]c(C)c(C)c2c1 | 0%
Cc1ccc(NC(=O)Nc2cc(S(=O)(=O)N3CCOCC3)ccc2NCC2CCCO2)cc1 (stereo not drawn) | 0%
O=C(CSc1nc2ccccc2o1)Nc1cccc(Cl)c1 | -24%
C=CCO[C@@H]1CCN2C(=O)c3cc(-c4ccc(OC)cc4)ccc3NC(=O)[C@H]12 | ?
CC(=O)c1ccc(S(=O)(=O)N2CCN(C(=O)COc3cccc(-n4cnnn4)c3)CC2)cc1 | -16%
COC(=O)C1=C(C)N(Cc2cccc(C(F)(F)F)c2)C(=NCc2cccc(C(F)(F)F)c2)NC1c1ccccc1C(F)(F)F (stereo not drawn) | -4%
Cn1ccnc1CN1C[C@@H](F)[C@@H](OCc2nc3ccncc3[nH]2)C1 | 98%[activator][176 µM]
Cc1cccc(Nc2nc(N)nc(CN3CC[C@@H](N)[C@H](O)C3)n2)c1 | 135%[activator]
Cc1ccc(NC(=O)c2cc(=O)c3ccccc3o2)cc1C | ?
COCCNC(=O)C(C)[C@@H]1CCc2c(C)cc(OCC(=O)O)c(C)c2C1 (stereo partly drawn) | 10%[176 µM]
CN(CCN1CCOCC1)C(=O)c1cc(COc2cccc(F)c2)[nH]n1 | 40%[activator]
CCC(C)NC(=O)C(=O)N1CCN(c2nc(C)c3c(c2C#N)CCCC3)CC1 (stereo not drawn) | -7%
COC[C@@H]1CN(c2cnccn2)C[C@H]1C(=O)NCc1ccccc1OC | 12%
COc1ccc(CCN2CCCC(CN(C)C(=O)c3cnn(C(C)C)c3)C2)cc1 (stereo not drawn) | -11%
CC(OC(=O)c1cc(=O)c2ccccc2o1)C(=O)Nc1cc(C(F)(F)F)ccc1Cl (stereo not drawn) | -25%
c1nc(Sc2ccc3c(c2)OCCCO3)c2c3c(sc2n1)CCCC3 | 5%
COc1ccc(-c2nn(-c3ccccc3)cc2CN2CCCC(CO)C2)c(F)c1 (stereo not drawn) | ?
c1cc2c(cc1-c1n[nH]c(C3CCOCC3)n1)OCO2 | 17%
CN1c2cc(C(=O)Nc3ccc4c(c3)CCC4)ccc2C(=O)N2CCCCC21 (stereo not drawn) | ?
CC(C)NC(=O)C1C(c2ccccc2)=Nc2ccccc2N1C(=O)c1ccc(C(F)(F)F)cc1 (stereo not drawn) | -63%
CN(C)c1ccc(NC(=S)N[C@H]2CO[C@H]3[C@@H]2OC[C@H]3OC(=O)Nc2cccc3ccccc23)cc1 | 11%
Cc1noc(C2CCCCN2C(=O)c2ccc(-c3ccccc3Cl)o2)n1 (stereo not drawn) | 24%
CCNc1ncc2nc(-c3ccccc3)c(=O)n(C)c2n1 | -22%
CC1(CNC(=O)c2n[nH]c3ccccc23)CCOCC1 | ?
Nc1nn(Cc2c(F)cccc2Cl)cc1Cl | 12%
COC(=O)C1=C(C)N=C2SC=C(CC(=O)NCc3ccccc3)N2C1c1ccccc1C (stereo not drawn) | 9%
Cc1nc(N2CCC(NC(=O)c3nn(C)c4ccccc34)CC2)cc(C(F)(F)F)n1 | 15%
CC(C)Oc1ccc(NC(=O)c2cc3cc(Br)ccc3oc2=O)cc1 | 3%

Records listed so far printed as active in 12-LOX inh.
SMILES | 12-LOX inh
Cc1[nH]c2ccccc2c1C(=O)C(C)Sc1ccc2c(c1)OCCCO2 (stereo not drawn) | 14µM*
Brc1ccc(-c2cn3c4ccccc4nc3n2CCCN2CCCC2)cc1 | 10µM*

Source: PubChem

A portion of the library; the hit share may differ from the screen's.
